Screens (PubChem BioAssay)
KCNQ1 block: inhibitors of human KCNQ1 channel, primary screen, cell-based, thallium flux, high-throughput; Potassium voltage-gated channel subfamily KQT member 1 (Homo sapiens), P51787; CHO-K1 KCNQ1, FluxOR thallium flux fluorescence; hits give high values; B-score at 10 µM; 310,000 compounds, 1.3% hits;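 active = compounds whose thallium flux B-score, printed positive for inhibition, exceeds three library SD while starting fluorescence stays within three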;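 note: channel opened by potassium depolarization with thallium stimulus after 20 min compound exposure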
DYRK1A inh: rat Dyrk1A kinase inhibitors, primary screen, biochemical, single point, plate reader | Dual specificity tyrosine-phosphorylation-regulated kinase 1A (Rattus norvegicus), Q63470 | ADP-Glo luminescence, NFATc1 peptide | inhibition, % at 12.5 µM | 310,000 compounds, 0.43% hits | AID 504441, 2011; in the data active = inhibition above about 50%;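 note: plate controls were vehicle with enzyme for no effect and no enzyme for full effect; many of its hits are not listed in these tables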
HDAC3 inhib: HDAC3 deacetylase inhibitors, primary screen, biochemical, fluorescence, cell-free homogeneous | Histone deacetylase 3 (Homo sapiens), O15379 | recombinant HDAC3, fluorogenic peptide/trypsin coupled | inhibition, % at 8.3 µM | 320,000 compounds, 0.15% hits | AID 2718, 2010; in the data active = inhibition above about 26%, passing the limit was not always enough
Target sequence (O15379 whole entry, looked up): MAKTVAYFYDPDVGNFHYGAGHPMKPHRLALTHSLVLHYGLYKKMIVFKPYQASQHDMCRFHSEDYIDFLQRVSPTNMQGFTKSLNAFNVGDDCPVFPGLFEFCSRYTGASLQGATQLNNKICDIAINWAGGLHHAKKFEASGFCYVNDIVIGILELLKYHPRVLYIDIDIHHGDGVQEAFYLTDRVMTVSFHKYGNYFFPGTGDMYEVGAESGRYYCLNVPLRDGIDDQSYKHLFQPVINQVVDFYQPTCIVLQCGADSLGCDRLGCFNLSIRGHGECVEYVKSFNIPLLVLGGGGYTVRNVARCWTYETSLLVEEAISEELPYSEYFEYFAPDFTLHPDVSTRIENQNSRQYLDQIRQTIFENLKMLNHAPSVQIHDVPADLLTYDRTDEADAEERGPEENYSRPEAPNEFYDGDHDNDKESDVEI
KCNK3 block: human KCNK3 channel inhibitors, primary screen, CHO cells, FluxOR thallium flux, B-score. FluxOR fluorescence; hits give low values. B-score at 10 µM. Potassium channel subfamily K member 3 (Homo sapiens), O14649. 340,000 compounds, 0.84% hits;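 active = B-score under library mean minus 4 SD, starting fluorescence ratio at most library mean plus 5 SD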;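 note: more negative B-score means stronger inhibition of thallium flux through KCNK3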
GSK3beta inhib: human GSK3beta kinase inhibitors, primary screen, biochemical, cell-free homogeneous, HTS | 300,000 compounds, 0.038% hits | activity score (negative = inhibition), % at 10 µM | GST-GSK3beta kinase, ADP-Glo luminescence, 60 min; hits give low values;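 active = more than half of replicate wells score below -50%, meaning over 50% inhibition versus plate controls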;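 note: 0% = median DMSO wells and -100% = median GW8510 positive control wells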
Target sequence (P49841 whole entry, looked up): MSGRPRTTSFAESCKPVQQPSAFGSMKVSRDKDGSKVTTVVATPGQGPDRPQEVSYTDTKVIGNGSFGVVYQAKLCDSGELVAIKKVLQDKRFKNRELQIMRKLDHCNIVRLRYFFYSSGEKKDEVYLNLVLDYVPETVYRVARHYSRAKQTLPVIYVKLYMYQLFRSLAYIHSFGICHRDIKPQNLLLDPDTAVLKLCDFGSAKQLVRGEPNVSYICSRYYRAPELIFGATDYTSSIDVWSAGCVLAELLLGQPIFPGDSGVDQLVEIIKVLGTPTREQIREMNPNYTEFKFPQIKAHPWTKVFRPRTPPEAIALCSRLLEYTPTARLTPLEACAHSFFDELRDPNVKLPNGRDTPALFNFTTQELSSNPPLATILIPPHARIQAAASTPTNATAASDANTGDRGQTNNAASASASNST
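Test system – GST-tagged human GSK3beta kinase, cell-free · Incubation – 60 min enzyme reaction, room temperature · Signal – ADP-Glo luminescence · Also added – peptide substrate and ATP at 25 µM · Controls – DMSO neutral wells and GW8510 at 20 µM as positive · Buffer or medium – Tris/MgCl2 kinase buffer · Measure – Luminescence-derived activity versus plate DMSO and GW8510 wells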
KCNQ1 act: potentiators or activators of KCNQ1 channel, primary screen, cell-based, thallium flux, high-throughput; CHO-K1 KCNQ1, thallium flux FluxOR fluorescence; hits give high values; 310,000 compounds, 0.35% hits; AID 2648, 2010; Potassium voltage-gated channel subfamily KQT member 1 (Homo sapiens), P51787; B-score at 10 µM;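 active = fluorescence ratio B-score, a plate-corrected score, at least three library SD, with initial intensity B-score within 5 SD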
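System: CHO-K1 cells stably expressing KCNQ1 / Medium: assay buffer for compound exposure, DMSO matched across wells / Reagent: thallium- and potassium-containing depolarizing buffer / Compound: one concentration, matched DMSO / Incubation: 20 min compound pretreatment at room temperature / Measured by: kinetic FluxOR fluorescence, 10 s baseline plus 110 s post-stimulus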
KCNK9 inh: KCNK9 potassium channel inhibitors, primary screen, HEK293 cells, thallium flux; Potassium channel subfamily K member 9 (Homo sapiens), Q9NPC2; FluxOR thallium flux fluorescence; hits give low values; B-score at 10 µM; 310,000 compounds, 1.2% hits; AID 488922, 2010;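 active = ratio B-score over 3 SD below the library mean, with starting fluorescence within 5 SD of its mean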;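 note: negative B-score means less thallium flux so channel inhibition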
PolyA inh: polyadenylation inhibitors in yeast reporter cells, primary screen, luminescence, S. cerevisiae; 300,000 compounds, 0.02% hits; S. cerevisiae SKY197-pL101 polyadenylation reporter, beta-gal luminescence; efflux-impaired pdr1/pdr3 knockout yeast; score 100 = 6 SD above DMSO; AID 1875, 2009; calls only at 12 µM;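 active = lowest replicate activity score at least 50, where 100 means six control SD above control mean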;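 note: yeast exposed to compound for 9 h at 30 °C; higher score means more reporter readthrough which indicates perturbed polyadenylation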
hERG protect: hERG rescue from dofetilide block, primary screen, cell-based, CHO-hERG, FluxOR thallium flux, dofetilide IC70 | Voltage-gated inwardly rectifying potassium channel KCNH2 (Homo sapiens), Q12809 | dofetilide IC70 present | activation (rescue from dofetilide block), less the hit threshold, % at 10 µM | 310,000 compounds, 0.51% hits;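 active = activation above the mean of controls blocked by dofetilide plus 5 SD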;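 note: thallium influx through hERG after potassium depolarization seen as dye fluorescence rise; in these data hits start at about 4.7%; inactives centre near -7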
RGS4 pot: RGS4 potentiators or activators, primary screen, cell-based, HEK293 M3R inducible RGS4, calcium flux; 310,000 compounds, 0.92% hits; carbachol calcium flux Fluo4; hits give low values; AID 463111, 2010; B-score at 10 µM;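 active = B-score of the integrated calcium signal more than 4 SD below the library mean, with starting fluorescence not abnormally high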;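 note: negative B-score means reduced calcium response which marks RGS4 activation or potentiation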
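Material: Inducible-RGS4 HEK293 cells carrying M3 receptor; also added: carbachol at ECmax as muscarinic agonist stimulus; incubation: compound preincubation 20 min at room temperature before agonist; signal: Fluo4-AM (2 µM) calcium-flux fluorescence, kinetic read; measure: integrated calcium ratio converted to B score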
GSK3 alpha inh: blockers of GSK3A enzyme activity – biochemical, luminescence, cell-free homogeneous, HTS, primary screen; 320,000 compounds, 0.1% hits; GSK-3 alpha kinase, ADP-Glo luminescence, 60 min; Glycogen synthase kinase-3 alpha (Homo sapiens), P49840; inhibition, % at 10 µM; AID 2650, 2010;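 in the data active = inhibition above about 50%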;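 note: GST-tagged GSK-3 alpha with peptide substrate and 25 µM ATP; 0% = DMSO neutral wells and 100% = GW8510 positive control wells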
Active calls of the source: *; i = inactive; x = not tested or not shown. These rows are one share of the data. The share of hits here may be higher or lower than overall.

Compound | KCNQ1 block | DYRK1A inh | HDAC3 inhib | KCNK3 block | GSK3beta inhib | KCNQ1 act | KCNK9 inh | PolyA inh | hERG protect | RGS4 pot | GSK3 alpha inh
COc1ccc(CCc2nnc(CCC(=O)N(C)Cc3ccncc3C)o2)cc1 | i | 1 | 6 | i | 0 | i | i | i | -10 | i | 0
CCCN1CCN(C(=O)CN2C(=O)COc3ccc(S(=O)(=O)N(CC)CC)cc32)CC1 | i | -4 | x | i | -1 | i | i | i | -7 | i | x
O=C(COC(=O)c1cc([N+](=O)[O-])ccc1N1CCOCC1)c1ccc(OC(F)F)cc1OC(F)F | i | 11 | -4 | i | 4 | i | i | i | -10 | i | -1
COc1ccc(/C=C/C(=O)C23CC4CC(CC(C4)C2)C3)cc1CN1CCOCC1 | i | 0 | -3 | i | -1 | i | i | i | -8 | i | 1
Cc1ccc2c(c1)CCCN2C(=O)c1cc2ccccc2oc1=O | i | 1 | -8 | i | 2 | i | i | i | -10 | i | 0
Cc1cccc(OC(C)C(=O)NC2CCS(=O)(=O)C2)c1C (stereo unspecified) | i | -6 | 1 | i | -3 | i | i | i | -6 | i | -5
COc1ccc(Br)cc1C(=O)Nc1cccc(NC(=O)c2ccco2)c1 | i | 6 | 9 | i | 1 | i | -18* | i | -21 | i | x
CC(=O)c1cccc(NC(=O)CN(c2ccc(F)cc2)S(C)(=O)=O)c1 | i | 4 | 4 | i | 0 | i | i | i | -6 | i | 1
O=C(Nc1ccccc1)N(Cc1ccc2c(c1)OCO2)Cc1nc2ccccc2c(=O)[nH]1 | i | -6 | 0 | i | 5 | i | i | i | -6 | i | 2
Cc1ccc(-c2nc3s/c(=C\c4ccco4)c(=O)n3n2)cc1 | i | 1 | -1 | i | 0 | i | i | i | -8 | i | 6
O=C(CCn1nnnc1CN1CCOCC1)N1CCC(c2cccc(Cl)c2)C1 (stereo unspecified) | i | -2 | -5 | i | -2 | i | i | i | -5 | i | -1
Cc1ccc(N(CC(O)CN2CCCCC2)S(=O)(=O)c2ccc(C)cc2)cc1 (stereo unspecified) | i | 1 | 2 | i | -2 | i | i | x | -12 | i | -4
O=C(NNC(=O)c1cc(-c2ccccc2)n(-c2ccccc2)n1)c1cccc([N+](=O)[O-])c1 | i | -5 | 7 | i | 2 | i | i | i | 2 | i | 0
COCC(=O)Nc1nc(-c2ccccc2)c(C)s1 | i | 1 | 0 | i | 1 | i | i | i | -10 | i | 3
CC1=NN(C(=O)c2ccco2)C(O)(c2ccccc2)C1 (stereo unspecified) | i | -11 | -5 | i | -3 | i | i | i | -9 | i | 2
O=C(CN(Cc1cccs1)C(=O)CNS(=O)(=O)c1ccccc1)NCc1ccco1 | i | 6 | x | i | -2 | i | i | i | -3 | i | x
CCOn1c(=O)c(-c2cccc(Br)c2)[n+]([O-])c2ccccc21 | i | 1 | -5 | i | -8 | i | i | i | -9 | i | 2
Cc1ccc(S(=O)(=O)/N=C2/NC(=O)/C(=C/c3cc([N+](=O)[O-])ccc3O)S2)cc1 | i | 4 | 6 | i | -1 | i | i | i | -10 | -7.8* | 0
CC(=O)Oc1ccc(N(C(C)=O)S(=O)(=O)c2ccc(C)c([N+](=O)[O-])c2)cc1 | i | 0 | -1 | i | -4 | i | i | i | -1 | i | -3
O=C(CNC(=O)c1ccccc1F)OCCOc1cccc(Cl)c1 | i | 12 | 3 | i | -4 | i | i | i | -13 | i | -2
CCOC(=O)c1c(C)oc(C)c(C(=O)OCC)c1=O | i | -4 | 0 | i | -3 | i | i | i | -2 | i | -1
O=C(NCC1CCCO1)c1cccc(S(=O)(=O)N(Cc2ccccc2)c2ccccc2)c1 (stereo unspecified) | i | x | -2 | i | 3 | i | i | i | -19 | i | -2
Cn1c(NCCN2CCCCC2)cc(=O)n(C)c1=O | i | 6 | 0 | i | 15 | i | i | i | -6 | i | 1
COc1ccc(C(NC(=O)C(C)C)c2ccc3cccnc3c2O)cc1 (stereo unspecified) | i | 3 | -30 | i | -2 | i | i | i | -6 | i | 5
Cc1cc(=O)oc2cc(OCC(=O)Nc3c(Cl)cccc3C(F)(F)F)ccc12 | i | 0 | -3 | i | 0 | i | i | i | -13 | i | -2
N#Cc1sc2nc(N3CCCCC3)c3c(c2c1N)CCCC3 | i | -1 | -4 | i | -2 | i | i | i | 2 | i | 1
CCCCCNC(=O)C1CC(=O)OC12CCCCC2 (stereo unspecified) | i | 4 | 0 | i | 8 | i | i | i | -2 | i | -2
CCn1ccc(C(=O)Nc2ccc(N(C)C(C)=O)cc2)n1 | i | 14 | -1 | i | 2 | i | i | i | -6 | i | x
COc1ccc(N(CC(=O)NCc2ccccc2)S(C)(=O)=O)cc1 | i | 0 | -2 | i | 2 | i | i | i | -1 | i | 0
CNc1nc(N)c(C(=O)C(C)(C)C)s1 | i | 4 | 1 | i | -7 | i | i | i | -4 | i | 28
Cc1ccc(-c2noc(CN3C(C)CCCC3C)n2)cc1 (stereo unspecified) | i | -4 | 6 | i | 3 | i | i | i | -11 | i | -1
COc1ccc([N+](=O)[O-])cc1NC(=O)COC(=O)c1ccccc1C(=O)c1ccccc1 | i | 0 | 1 | i | 1 | i | i | i | -4 | i | -2
Cc1ccc(N=C2NC(=O)/C(=C/c3cccnc3)S2)cc1C | i | -1 | -5 | i | -3 | i | i | i | -9 | i | -2
CCOc1ccc(CSC(=N)N)cc1 | i | -1 | -1 | i | 1 | i | i | i | 1 | i | -2
CCC(=O)Nc1nnc(-c2cccs2)s1 | i | 2 | -4 | i | 4 | i | i | i | 0 | i | -1
CCc1cccc(Nc2c([N+](=O)[O-])cc(C(=O)N3CC(=O)Nc4ccccc43)cc2[N+](=O)[O-])c1 | i | 16 | 16 | i | -1 | i | i | i | -19 | i | 5
CCCN=Cc1c(CCC)[nH]n(-c2nc3ccccc3s2)c1=O | i | -7 | 1 | i | -2 | i | i | i | -4 | i | -1
Cn1c(SCC(=O)NC2CCCC2)nnc1-c1ccc(S(=O)(=O)N2CCOCC2)cc1 | i | -6 | 2 | i | 4 | i | i | i | -5 | i | 3
Cc1nnc(SCc2nnc(-c3ccccc3)o2)n(N)c1=O | i | 1 | -3 | i | 4 | i | i | i | -1 | i | 0
Fc1ccc(Br)cc1C1C=C(c2cccnc2)Nc2ncnn21 (stereo unspecified) | i | -1 | 1 | i | -1 | i | i | i | -18 | i | 9
COC(=O)c1cn(CC(=O)Nc2ccccc2C)c2ccccc12 | i | 0 | 5 | i | 0 | i | i | i | -4 | i | 0
COc1ccc(OCC(O)CNC(=O)c2c(-c3ccccc3)noc2C)cc1 (stereo unspecified) | i | -5 | -1 | i | 0 | i | i | i | -7 | i | -3
COc1ccccc1NC(=O)CCC(=O)Nc1cc(OC)c(NC(=O)c2cccs2)cc1OC | i | -5 | -1 | i | -2 | i | i | x | -2 | i | -2
CCn1c(N2CCN(C(=S)NCC(C)C)CC2)nc2ccccc21 | i | -3 | -17 | i | -2 | i | i | i | -1 | i | -3
Cn1c(CNC(=O)CNC(=O)c2ccc(C(C)(C)C)cc2)cc(=O)n(C)c1=O | i | -1 | -5 | i | 4 | i | i | i | -5 | i | -1
CN1C(=O)c2oc3ccccc3c(=O)c2C1c1ccccn1 (stereo unspecified) | i | 3 | -3 | i | 1 | i | i | i | -7 | i | 1
Cc1ccc(CSc2nnc(SCC(=O)N/N=C/c3c(C)nn(-c4ccccc4)c3C)s2)cc1 | i | -5 | 3 | i | -6 | i | i | i | -14 | i | -5
COC(=O)Cc1ccc(NC(=S)NCc2ccc(S(N)(=O)=O)cc2)cc1 | i | -3 | 3 | i | -2 | i | i | i | -1 | i | -5
COCCN1CCN(C(=O)c2cc(COc3ccc(F)cc3Cl)on2)CC1 | i | -6 | 8 | i | 3 | i | i | i | -11 | i | -2
COc1ccc(CCNC(=O)CC(Cc2ccc(C)cc2)C(=O)O)cc1OC (stereo unspecified) | i | 11 | 8 | i | 1 | i | i | i | -3 | i | 2

The listing continues.
Compound | KCNQ1 block | DYRK1A inh | HDAC3 inhib | KCNK3 block | GSK3beta inhib | KCNQ1 act | KCNK9 inh | PolyA inh | hERG protect | RGS4 pot | GSK3 alpha inh
Cc1oc2c(C)c3oc(=O)c4c(c3cc2c1C)CCCC4 | i | 6 | 0 | i | -2 | i | i | i | -7 | i | 6
Cc1cc(C)nc(S/C=C/C(=O)c2ccccc2)n1 | i | x | 4 | i | -6 | i | i | i | -10 | i | 0
Clc1ccc(CN2C3=NCCCN3c3ccccc32)cc1 | i | 6 | -3 | i | -1 | i | i | i | -7 | i | 0
COc1ccc(C(=O)NC(Cc2c[nH]c3ccccc23)C(=O)O)cc1 (stereo unspecified) | i | -2 | -5 | i | -2 | i | i | i | -7 | i | -11
Cc1ccc(S(=O)(=O)N2CCN(C(=O)C(F)(F)F)C2c2ccc(N(C)C)cc2)cc1 (stereo unspecified) | i | 0 | -2 | i | -1 | i | i | i | -5 | i | -3
COc1ccc(-c2noc(=O)n2Cc2ccccc2F)cc1 | i | -5 | -7 | i | -2 | i | i | i | -16 | i | 0
